Screening data: PubChem BioAssay, University of Kansas High Throughput Screening Laboratory
Pf apPOL inh – Pf-apPOL inhibitors, biochemical, fluorescence | inhibition, % at 10 µM | AID 1794808, 2022 | actives 0.25% (n = 210,000) | Plasmodium falciparum apicoplast DNA polymerase (apPOL) | Recombinant Pf-apPOL, molecular beacon fluorescence, 1.5 h
mHTT-CaM PPI inh – mutant huntingtin-calmodulin interaction inhibitors – biochemical, AlphaScreen, primary screen; P42858; AlphaScreen His-mHTT/GST-CaM binding, luminescence; inhibition, % at 15 µM; actives 3.6% (n = 190,000); AID 1671202, 2021;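 also: 0% = both proteins with DMSO and 100% = one protein alone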
Target sequence (P42858 whole entry, looked up, stated change not applied): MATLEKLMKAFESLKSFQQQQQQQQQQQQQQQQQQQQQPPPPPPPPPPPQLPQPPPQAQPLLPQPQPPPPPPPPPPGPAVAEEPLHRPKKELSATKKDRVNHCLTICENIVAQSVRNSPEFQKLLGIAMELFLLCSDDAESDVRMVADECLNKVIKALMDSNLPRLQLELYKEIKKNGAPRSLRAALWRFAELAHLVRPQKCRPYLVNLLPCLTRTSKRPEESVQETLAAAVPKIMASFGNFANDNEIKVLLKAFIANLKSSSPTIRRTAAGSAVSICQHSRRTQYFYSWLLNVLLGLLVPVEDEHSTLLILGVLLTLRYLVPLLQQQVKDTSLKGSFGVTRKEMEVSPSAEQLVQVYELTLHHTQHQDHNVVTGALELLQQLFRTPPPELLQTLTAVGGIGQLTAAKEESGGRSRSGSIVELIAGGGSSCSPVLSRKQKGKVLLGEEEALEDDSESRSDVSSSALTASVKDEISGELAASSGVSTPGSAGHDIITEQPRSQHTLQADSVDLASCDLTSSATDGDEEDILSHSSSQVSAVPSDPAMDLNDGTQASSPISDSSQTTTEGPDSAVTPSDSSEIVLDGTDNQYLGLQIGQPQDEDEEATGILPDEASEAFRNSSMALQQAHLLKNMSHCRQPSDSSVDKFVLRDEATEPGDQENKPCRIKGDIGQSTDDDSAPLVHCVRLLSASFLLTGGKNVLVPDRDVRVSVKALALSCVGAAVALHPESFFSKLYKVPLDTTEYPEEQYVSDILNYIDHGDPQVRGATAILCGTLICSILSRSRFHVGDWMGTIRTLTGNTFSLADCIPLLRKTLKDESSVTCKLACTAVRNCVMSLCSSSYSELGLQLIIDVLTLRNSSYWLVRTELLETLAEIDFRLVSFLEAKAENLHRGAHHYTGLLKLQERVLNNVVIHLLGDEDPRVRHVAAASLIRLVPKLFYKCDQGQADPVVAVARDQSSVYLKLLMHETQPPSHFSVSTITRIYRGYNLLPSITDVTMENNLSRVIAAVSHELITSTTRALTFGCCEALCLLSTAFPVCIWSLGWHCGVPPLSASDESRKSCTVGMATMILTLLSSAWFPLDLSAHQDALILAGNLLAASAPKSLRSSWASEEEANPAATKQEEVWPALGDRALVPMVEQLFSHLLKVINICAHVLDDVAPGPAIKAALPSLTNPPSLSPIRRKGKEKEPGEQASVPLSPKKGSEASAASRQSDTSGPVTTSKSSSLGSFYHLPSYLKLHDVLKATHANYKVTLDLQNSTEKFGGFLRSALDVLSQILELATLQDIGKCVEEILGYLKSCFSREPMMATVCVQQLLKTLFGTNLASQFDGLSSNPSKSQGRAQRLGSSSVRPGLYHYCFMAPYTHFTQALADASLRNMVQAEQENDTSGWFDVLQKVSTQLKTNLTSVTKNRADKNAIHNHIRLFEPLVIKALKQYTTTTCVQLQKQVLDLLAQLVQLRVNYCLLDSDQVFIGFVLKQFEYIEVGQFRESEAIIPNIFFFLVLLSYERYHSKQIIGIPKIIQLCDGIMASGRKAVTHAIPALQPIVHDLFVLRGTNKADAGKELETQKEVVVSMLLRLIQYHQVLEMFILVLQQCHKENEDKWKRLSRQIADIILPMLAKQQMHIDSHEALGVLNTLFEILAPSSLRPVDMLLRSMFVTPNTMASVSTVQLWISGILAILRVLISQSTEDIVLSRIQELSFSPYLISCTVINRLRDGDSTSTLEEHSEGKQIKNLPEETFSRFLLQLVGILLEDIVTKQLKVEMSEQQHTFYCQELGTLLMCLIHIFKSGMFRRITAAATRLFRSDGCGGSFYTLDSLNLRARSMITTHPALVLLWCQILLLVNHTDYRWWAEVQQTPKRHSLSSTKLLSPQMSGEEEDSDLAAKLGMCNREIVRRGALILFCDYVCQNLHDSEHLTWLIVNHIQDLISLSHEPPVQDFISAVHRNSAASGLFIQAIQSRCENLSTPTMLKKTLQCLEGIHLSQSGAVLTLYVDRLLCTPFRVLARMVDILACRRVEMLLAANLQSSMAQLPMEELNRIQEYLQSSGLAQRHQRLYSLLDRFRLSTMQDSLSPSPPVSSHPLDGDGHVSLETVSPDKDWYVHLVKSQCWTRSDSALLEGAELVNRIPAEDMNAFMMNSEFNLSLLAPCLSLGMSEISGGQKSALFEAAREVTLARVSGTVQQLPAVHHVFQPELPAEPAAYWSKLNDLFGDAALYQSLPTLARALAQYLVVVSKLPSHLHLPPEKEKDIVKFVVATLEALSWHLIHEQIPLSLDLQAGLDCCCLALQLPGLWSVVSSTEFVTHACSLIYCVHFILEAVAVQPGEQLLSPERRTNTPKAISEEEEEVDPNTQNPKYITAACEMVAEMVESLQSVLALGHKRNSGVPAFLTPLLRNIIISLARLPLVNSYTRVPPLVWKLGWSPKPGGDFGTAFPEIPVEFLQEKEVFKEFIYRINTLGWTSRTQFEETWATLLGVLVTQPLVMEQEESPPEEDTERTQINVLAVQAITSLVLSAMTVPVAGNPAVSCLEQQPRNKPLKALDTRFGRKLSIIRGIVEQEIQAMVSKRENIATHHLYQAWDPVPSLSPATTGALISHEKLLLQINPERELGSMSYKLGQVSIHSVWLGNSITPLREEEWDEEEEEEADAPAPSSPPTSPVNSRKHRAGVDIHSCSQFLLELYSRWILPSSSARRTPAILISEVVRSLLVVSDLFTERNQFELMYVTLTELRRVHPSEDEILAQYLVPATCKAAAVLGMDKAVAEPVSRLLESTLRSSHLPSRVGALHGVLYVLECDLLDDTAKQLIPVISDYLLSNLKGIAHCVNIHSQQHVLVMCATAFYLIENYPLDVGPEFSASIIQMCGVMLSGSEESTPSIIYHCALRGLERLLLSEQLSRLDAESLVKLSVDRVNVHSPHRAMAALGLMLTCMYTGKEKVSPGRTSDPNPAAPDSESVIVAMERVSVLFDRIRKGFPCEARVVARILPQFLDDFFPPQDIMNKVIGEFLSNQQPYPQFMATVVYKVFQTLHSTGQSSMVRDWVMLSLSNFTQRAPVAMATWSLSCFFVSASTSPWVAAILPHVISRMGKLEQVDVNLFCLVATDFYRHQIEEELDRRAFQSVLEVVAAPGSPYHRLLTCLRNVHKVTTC
The depositor's hits bear a star; i = inactive; x = not tested or not shown; & = joins results of further samples. Rule as the data show it: active = inhibition above about 50%; inactive = the rest.

canonical_smiles	Pf apPOL inh	mHTT-CaM PPI inh
CCC(C)NC(=O)CC(C(=O)N1CCc2ccccc21)n1ccnc1 (configuration not stated)	-10	-9
COc1ccc(N2CCN(C(=O)c3cccc(C)c3)C(C)C2=O)cc1OC (configuration not stated)	-1	-3
O=C(c1ccccc1)c1ccc(Cn2cc(-c3ccccc3)nn2)cc1	-7	-4
CN(Cc1ccsc1)C(=O)c1ccc(F)cc1	-4	-7
Cc1nn(C(=O)Nc2ccc(Cl)cc2Cl)c(C)c1Cc1csc2ccc(Cl)cc12	-10	x
CCCCCCCCOc1ccc(C(=O)c2ccc(F)cc2)cc1	6	x
Cc1ccc(NC(=O)N2CCn3cccc3C2C(C)C)c(Cl)c1 (configuration not stated)	2	-6
c1ccc(C(Sc2nnc(-c3ccco3)o2)c2ccccc2)cc1	-3&-7	-10&-2
COc1ccc2nc(NC(=O)c3cc(OC)c(OC)c(OC)c3)sc2c1	3	36
COc1cc(C(=O)Nc2ccc3nn(-c4ccccc4)nc3c2)cc(OC)c1OC	2	2
CCC(C)(C)c1ccc(OCC(O)CN2CCOCC2)c(C(C)(C)CC)c1 (configuration not stated)	5	94*
Cc1cccc2c(=O)c(-c3ccc4c(c3)OCO4)c(NC(=O)CC(C)C)oc12	2	0
Cc1ccc(CN2[C@H]3CCCC[C@@H]3OCCS2(=O)=O)cc1	-3	-7
O=S(=O)(c1ccccc1)N1CCSC1c1ccc(Br)cc1 (configuration not stated)	-6	-74
C/C(=N\O)c1oc2ccc3c(C)cc(=O)oc3c2c1C	-6	i
Cc1cc(N2CCCCC2)nc(N2CCOCC2)n1	-3	-5
Cc1cc(C2CCCN2Cc2cn(C)nc2C)no1 (configuration not stated)	-10	14
CC1CCC2(CC1)CC[C@@H]2NCc1ccc(Cl)cc1 (some centres not stated)	-5	-19
Cc1c(C)c(C)c(CSCC(=O)NNC(=S)NCc2ccco2)c(C)c1C	-49	x
CN1C(=O)C(CC(=O)NCc2ccc(F)cc2)Sc2ncccc21 (configuration not stated)	3	-14

(list continues)
canonical_smiles	Pf apPOL inh	mHTT-CaM PPI inh
Cc1ccc(S(=O)(=O)N2CCC(=O)N([C@H](COCc3ccccc3)Cc3ccccc3)CC2)cc1	-1&1	-4&-1
Cc1sc(/C=C2\C(=O)ON=C2c2ccccc2)cc1Br	-1	10
O=C1SC(Nc2ccc(Br)cc2)C(=O)N1Cc1ccccc1 (configuration not stated)	3	34
Cc1ccc2nc(C(=O)NCc3ccc4c(c3)OCO4)cn2c1	1	7
Fc1ccc(-c2noc(Cc3nnc(-c4ccccc4)o3)n2)cc1	-4	-12
Cc1ccc(/C=C/C(=O)Nc2cc3cccc([N+](=O)[O-])c3oc2=O)cc1	1	5
O=C(Nc1ccc2nn(-c3ccc(Cl)cc3)nc2c1)c1ccco1	0	-3
CCOc1ccc(N2C(=O)NC(=O)/C(=C\c3ccc(OCC(=O)O)c(OC)c3)C2=O)cc1	-2	3
COCCCNc1oc(-c2ccc(F)cc2)nc1C#N	1	4
COc1ccc(CNC(=O)C2CCCN(C(=O)Cc3cccc4ccccc34)C2)cc1 (configuration not stated)	-2	12
CCn1ncc2ccc(C(=O)NC)cc21	-5	-5
O=C(CSC1=NS(=O)(=O)c2cc(Cl)ccc2N1)N1CCc2ccccc21	-4	-10
O=C(CN(c1ccc(Cl)c(Cl)c1)S(=O)(=O)c1ccccc1)N1CCOCC1	-4	1
CCOc1ccc(CN2C(=O)CCC2(C)C(=O)NC(C)CC)cc1 (configuration not stated)	2	1
O=C(c1ccc(Br)o1)N1CCCCCC1	-10	4
Cc1ccc([N+](=O)[O-])cc1NC(=O)CCCN1C(=O)c2ccccc2C1=O	-2	3
O=C(c1ccc(F)cc1)N1CCCN(CC2CN(C(=O)C3CC3)CCO2)CC1 (configuration not stated)	-6	12
c1ccc(CNCc2cn(Cc3ccccc3)c3ccccc23)cc1	x	25
COC(=O)c1sccc1NC(=O)N1CCCC1c1ccccc1Cl (configuration not stated)	-9	0
COc1ccc(OCC(=O)N2CCC(c3nc4ccncc4n3C)C2)cc1 (configuration not stated)	-6	0

Other results follow.
canonical_smiles	Pf apPOL inh	mHTT-CaM PPI inh
COc1ccc(-c2noc(Cc3cccs3)n2)cc1	0	-73
CCc1nc2c(c(=O)n1CC(=O)NCCCc1ccccc1)CN(Cc1ccccc1)CC2	-5	-3
O=C(O)C1CC=C(Cl)CC1C(=O)Nc1cc([N+](=O)[O-])ccc1O (configuration not stated)	-6	-7
O=C(c1ccccc1F)N1CCCC1c1nc(-c2ccc(F)cc2F)no1 (configuration not stated)	-2	-5
Cc1cc(C(=O)N(Cc2ccco2)c2nc3ccccc3s2)on1	-3	-8
CCOC(=O)c1c(-c2ccccc2)oc2ccc(OCC(=O)OC(C)(C)C)cc12	-15	-72
COc1cc(C=NCCCCN=Cc2cc(OC)c(OC)c(OC)c2)cc(OC)c1OC	3	x
COc1ccc2c(c1)-c1onc(C(=O)NCCC(C)C)c1CC2	2	-16
C=CCn1c(SCC(=O)Nc2cc(C(F)(F)F)ccc2Cl)nnc1-c1ccco1	-5	20
COCCNC(=O)COc1ccc(OCCNC[C@H](O)COc2ccccc2)cc1	3	x
O=c1c2ccccc2nc(Sc2c([N+](=O)[O-])cc(C(F)(F)F)cc2[N+](=O)[O-])n1-c1ccc(F)cc1	5	x
CCn1ccc(C(=O)N2CCC(c3nc4cccnc4n3CC)C2)n1 (configuration not stated)	-2	-3
Cc1ccc(NC(=O)c2[nH]c3cc(C)sc3c2CN(C)C)c(Cl)c1	0	2
COc1ccc(CCNC(=O)CSc2nccn2Cc2ccco2)cc1OC	-11	-2
CC1=NN(c2ccc(Cl)c(C(=O)O)c2)C(=O)/C1=C/c1ccc(Cl)cc1Cl	-2	4
CC12CCC(C(=O)O)(C(=O)C1=O)C2(C)C (configuration not stated)	-3&2	3
CC(=O)CC1c2cc(F)ccc2C=C(c2ccsc2)N1c1ccc(-c2ccc(C(N)=O)cc2)cc1 (configuration not stated)	-7	19
CN(C)CCNc1nc2c(c(=O)n(C)c(=O)n2C)n1Cc1ccccc1Cl	1	-1
Cc1cc2ncn(C(=O)c3cccs3)c2cc1C	0	3
Cc1cc([N+](=O)[O-])nn1CCCC(=O)Nc1cnn(Cc2ccc(Cl)cc2Cl)c1	-9	27

In a second layout: entries from further up
Cc1ccc(NC(=O)c2[nH]c3cc(C)sc3c2CN(C)C)c(Cl)c1
  Pf apPOL inh: 0
  mHTT-CaM PPI inh: 2
CCn1ccc(C(=O)N2CCC(c3nc4cccnc4n3CC)C2)n1 (configuration not stated)
  Pf apPOL inh: -2
  mHTT-CaM PPI inh: -3
CN(C)CCNc1nc2c(c(=O)n(C)c(=O)n2C)n1Cc1ccccc1Cl
  Pf apPOL inh: 1
  mHTT-CaM PPI inh: -1

The listing continues:
canonical_smiles	Pf apPOL inh	mHTT-CaM PPI inh
Cc1ccnn1CCCNc1[nH]ncc1[N+](=O)[O-]	x	-6
CCOc1ccccc1C(=O)N1CCc2c(c(-c3nnc(SC)n3C)nn2C)C1	-2	6
CCOc1cccc(C(=O)Nc2ccc(C)cc2)c1	5	-7
CC1CCc2sc3ncnc(N4CCN(C(=O)c5ccco5)CC4)c3c2C1 (configuration not stated)	-6	-4
COc1ccc(C(=O)Nc2ccc(O)c(C)c2C)cc1	-6	1
O=C(NC1CCN(C(=O)c2ccc(Cl)cc2Cl)CC1)C1CCCCC1	-2&2	x
COc1ccc(C(CC(=O)c2ccc(F)cc2)CC(=O)c2ccc(F)cc2)cc1Br	-4	x
COc1ccc(CN2[C@@H](CC(=O)O)c3ccccc3S2(=O)=O)cc1	-3	-10
CC(C)Cn1c(CC2CCN(S(=O)(=O)c3cc(F)cc(F)c3)C2)nc2cccnc21 (configuration not stated)	-5	-6
COc1ccc(OS(=O)(=O)C(F)(F)F)cc1	x	-7
NC(=O)c1cc2nc(-c3ccc(Br)cc3)cc(C(F)(F)F)n2n1	-8	-2
O=C1C2C3C=CC(C4CC34)C2C(=O)N1c1cccc(Cl)n1 (configuration not stated)	-9	-6
O=C(Nc1nnc(C2CC(=O)N(c3ccc(Cl)cc3)C2)o1)c1ccc(F)cc1 (configuration not stated)	-2	16
CC1CCc2c(sc(NC(=O)c3ccc([N+](=O)[O-])cc3Cl)c2C#N)C1 (configuration not stated)	10	2
CN1CCN(C(CNC(=O)c2ccc([N+](=O)[O-])cc2Cl)c2ccc(F)cc2)CC1 (configuration not stated)	0	-2
CCN1C(=O)c2ccc(C(=O)Nc3ccc(C)cc3[N+](=O)[O-])cc2C1=O	-5	2
N#CC1=C(N)SC(N)=C(C#N)C1c1cccc(Oc2ccccc2)c1	-15	41
COc1ccc(OC)c(CNC(=O)c2cc3cc4ccc(C)cc4nc3o2)c1	2	2
O=C(Nc1nccs1)c1ccc(Cl)c(S(=O)(=O)N2CCCCC2)c1	-15	4
CC(=O)Nc1ccccc1C(=O)NN	7&-15	x

Next structures:
canonical_smiles	Pf apPOL inh	mHTT-CaM PPI inh
Cn1cc2c3c(cccc31)CN(C(=O)c1c(F)cccc1F)CC2	-3	22
O=C(NC1CCCCC1)C(c1ccccc1)N1CCC2(CC1)OCCO2 (configuration not stated)	-6	-1
O=C1c2ccccc2-c2nc3cc4nc5ccccc5nc4cc3nc21	-3	47
COc1ccc(Br)cc1C1SCCN1S(=O)(=O)c1ccc(C)cc1 (configuration not stated)	4	2
CCc1[nH]nc(-c2ccccc2)c1NC(=O)CC1CCCC1	72*	98*
Fc1ccc(C2C=C(c3ccc(Br)cc3)Nc3ncnn32)cc1Br (configuration not stated)	3	-1
Cc1ccc(Cn2c(=O)c(CCC(=O)NCc3cccs3)nc3ccccc32)cc1	-22	7
COc1ccccc1-n1nc(C(=O)NCCC2=CCCCC2)c2ccccc2c1=O	-3	16
COc1ccccc1N1CCN(S(=O)(=O)c2ccc(SC)cc2)CC1	-6	-11
COc1cc(OC)cc(C2=N/C(=C\c3cccs3)C(=O)O2)c1	-2	49
CCN1CCCc2cc(C(=O)N(C)C)sc21	-5	-2
COc1ccc(C2CC(c3ccc(F)cc3)=NN2C(=O)CN(C)C(C)=O)cc1 (configuration not stated)	-7	43
COc1ccc(OC)c(NS(=O)(=O)c2ccc(NS(=O)(=O)c3ccccc3)cc2)c1	-1	2
O=S(=O)(NCCSCc1csc2ccc(Cl)cc12)c1ccc(Cl)cc1	-14	x
CC1CCC(C(C)C)C(=O)/C1=C/c1ccc(N(C)C)cc1 (configuration not stated)	-2	17
O=C(Nc1ccccc1Cl)C1CCn2c(nc3ccccc32)C1 (configuration not stated)	-3	-5
CCc1ccc(NC(=O)N2CCCC2c2cc(C(C)C)on2)cc1 (configuration not stated)	-1	-7
Cc1cccc(-n2nc3c(c2NC(=O)c2ccc(Br)o2)CS(=O)(=O)C3)c1C	-4	5
COc1ccc2nc(Cl)c(C3CC(c4ccc(Cl)cc4)=NN3C(=O)CCC(=O)O)cc2c1 (configuration not stated)	-3	8
O=C(CSc1nc2ncccc2[nH]1)Nc1ccccc1	-9	2

Five entries picked at random from those above:
canonical_smiles	Pf apPOL inh	mHTT-CaM PPI inh
N#CC1=C(N)SC(N)=C(C#N)C1c1cccc(Oc2ccccc2)c1	-15	41
Fc1ccc(-c2noc(Cc3nnc(-c4ccccc4)o3)n2)cc1	-4	-12
CC1=NN(c2ccc(Cl)c(C(=O)O)c2)C(=O)/C1=C/c1ccc(Cl)cc1Cl	-2	4
CC1CCC(C(C)C)C(=O)/C1=C/c1ccc(N(C)C)cc1 (configuration not stated)	-2	17
O=C1SC(Nc2ccc(Br)cc2)C(=O)N1Cc1ccccc1 (configuration not stated)	3	34

Remaining list, next part:
canonical_smiles	Pf apPOL inh	mHTT-CaM PPI inh
CN1CCC(NC(=O)c2cccc3c2CCN3C(=O)C2CC2)CC1	-1	-6
C[C@H](c1ccccc1)N1C[C@@H](COCc2ccccc2)Oc2cccc(F)c2S1(=O)=O	0	-14
COc1cccc(NC(=O)c2csc3c2CCCCC3)c1	-1	-17
O=C(c1ccccn1)N1CCCCC1CCN1CCOCC1 (configuration not stated)	-4	-2
O=C(NCc1ccc2c(c1)OCO2)c1cc2n(n1)CCCC2	2	2
COc1ccc(-c2nnc(N3CCC(C(=O)NCc4ccccn4)CC3)o2)cc1	-7	3
CC(C)c1cc(C(=O)N2CCCC2c2cc(C(C)C)on2)no1 (configuration not stated)	-2	6
N=C1S/C(=C\c2cccs2)C(=O)N1c1ccc2c(c1)OCO2	-4	2
O=S(=O)(Nc1ccc(F)c(Cl)c1)c1cccs1	-2	-3
CSc1scc2c1C(=O)C(=CN(C)C)CC2	93*	x
CCN(CC)C(=O)Oc1ccc2c(c1)OC(=Cc1ccc(OC)cc1)C2=O	1	-15
O=C(Nc1nnc(C2CCCC2)s1)c1ccco1	x	1
CCc1ccc(N2CC(C(=O)N3CCc4ccccc4C3)CC2=O)cc1 (configuration not stated)	0	8
CC(C)NC(=O)C1CCN(c2cnc(N3CCSCC3)nc2)CC1	-1	-6
COc1ccccc1C(=O)N/C(=C/c1ccc2c(c1)OCO2)C(N)=O	1	-1
COc1cc2c(cc1OC)CN(Cc1ccco1)CC2	3	0
CCOc1ccc(-c2ccnc3c(C(=O)Nc4cc(C)cc(C)c4)cnn23)cc1	5	-2
Clc1ccc(CO/N=C2\CCCc3nonc32)cc1	-7	i
CC(C)c1ccc(C=C2Oc3c(ccc(O)c3CN(C)C)C2=O)cc1	-40	21
O=C(CSCc1ccc(F)cc1)Nc1ccccc1	0	-5
Cc1ccc(NC(=O)N2CCC(c3cnn(-c4ccc(F)cc4)c3)CC2)cc1	-1	-6
COc1ncccc1CNC(=O)c1cccc2[nH]ccc12	2	-5
Cc1nnc2c(Nc3ccc(Cl)cc3)nc3nonc3n12	-7	-1

Not all compounds are listed; count on the stated rates, not on these rows.
